Compound activity: PubChem, National Center for Advancing Translational Sciences (NCATS)
KAT2A inh = qHTS Assay for Inhibitors of GCN5L2; Histone acetyltransferase KAT2A (Homo sapiens), Q92830; GCN5L2 HAT assay, ThioGlo1 CoA-SH fluorescence; Potency, µM (titrated, usually from 58.9 µM), inactives show at the highest dose activity change, negative = inhibition, most hits filed as inhibitors; hit rate 0.21% among 390,000; AID 504327, 2011
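GCN5L2 (20 nM) in 50mM HEPES pH 7.5, 0.1mM EDTA, 0.01% Tween-20 preincubated 15 min with compounds at room temperature. Reaction started with H3(1-25) 75uM, acetyl-CoA 70uM, ThioGlo1 50uM; CoA-thiol fluorescence (Ex340/Em540) read at 0 and 20 min.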
FEN1 inhibitor = qHTS Assay for the Inhibitors of Human Flap endonuclease 1 (FEN1); AID 588795, 2011; Recombinant FEN1 flap cleavage, fluorescence, 15 min; Potency, µM (doses to about 114 µM), inactives show top-dose activity change, negative = inhibition, hits mostly inhibitors; hit rate 0.35% among 390,000; P39748; further: nearly all actives have a fitted effect of over 65% in size
Target sequence (P39748 whole entry, looked up): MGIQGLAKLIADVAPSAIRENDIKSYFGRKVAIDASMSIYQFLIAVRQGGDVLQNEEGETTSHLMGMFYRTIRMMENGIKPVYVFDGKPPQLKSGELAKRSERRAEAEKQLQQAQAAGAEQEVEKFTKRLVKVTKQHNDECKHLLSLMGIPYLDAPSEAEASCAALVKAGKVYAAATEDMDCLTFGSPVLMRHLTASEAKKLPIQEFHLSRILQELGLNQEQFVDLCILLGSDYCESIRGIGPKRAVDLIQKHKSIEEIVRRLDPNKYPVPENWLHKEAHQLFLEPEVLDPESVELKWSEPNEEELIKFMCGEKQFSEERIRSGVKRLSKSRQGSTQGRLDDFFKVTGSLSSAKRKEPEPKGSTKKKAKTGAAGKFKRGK
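With each library titrated from low to high concentration, compounds met 10 nM FEN1 for 15 min at room temperature before 50 nM substrate was added; readings at 0 and 15 min fed four-parameter Hill curve fits.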
N370S GC = qHTS Assay for Inhibitors and Activators of N370S glucocerebrosidase as a Potential Chaperone Treatment of Gaucher Disease. Lysosomal acid glucosylceramidase (Homo sapiens), P04062. Potency, µM (highest dose often 59.4 µM), for the others: top-dose activity change, negative = inhibition, most hits filed as inhibitors. hit rate 0.092% among 330,000. N370S GC spleen homogenate, 4MU-glucoside fluorescence. AID 2101, 2009;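 further: 0% = full enzyme activity and -100% = no enzyme basal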
Numbers without * were called inactive; ? = inconclusive; . = no result given; & = joins results of further samples; [ ] = dose if it differs, or a comment. The call rests on the fitted dose curve; in most records, active means well fitted curve in the direction sought with a large enough effect; inconclusive means small, poorly fitted or top-dose-only effect, or another doubt; inactive means no such curve, though single readings can be large; an effect the other way counts as inactive or inconclusive. Unless noted, on the % scale 0 is the no-effect control and ±100 the full control effect; potency means the concentration at half of the fitted maximal effect.

KAT2A inh | FEN1 inhibitor | N370S GC | SMILES
-1% | -3% | 13% | Cc1cc(NC(=S)NC(=O)CC(C)C)ccc1Br
-3% | 4% | . | Cc1ccc(NC(=O)CSc2nc3c(sc4ccccc43)c(=O)n2CCCC(=O)NC2CCCC2)cc1C
-7% | 9% | . | O=C(c1ccc2c(c1)N(Cc1ccccc1)C(=O)c1ccccc1S2(=O)=O)N1CCN(c2ccccc2)CC1
-1% | -7% | 6% | CC(=O)CCc1c[nH]c2c(C(=O)O)cccc12
-1% | -10% | 27% | CC(NC(=O)Nc1nnc(C(F)(F)F)s1)(C(F)(F)F)C(F)(F)F
-19% | -3% | -2% | O=C(Nc1ccccc1C(=O)O)C1=NN=CC1
-4% | -1% | 5% | CCN(CC(=O)Nc1ccc(N2CCOCC2)cc1)C(=O)c1ccc(C#N)cc1
0% | -1% | 8% | COc1ccc(OCCNC(=O)c2ccccc2Cl)cc1
-12% | -12% | 2% | O=C(COc1coc(CN2CCc3ccccc3C2)cc1=O)Nc1ccc(F)cc1F
19% | -13% | 1% | CCOC(=O)C1CCN(Cc2cc(=O)oc3cc(C)ccc23)CC1
-4% | 10% | . | Cc1ccc(S(=O)(=O)N2C[C@@H]3[C@H]4CC[C@H](C4)[C@@H]3[C@@H](C)[C@@H]2c2cn(Cc3ccccc3)c3ccc(F)cc23)cc1
0% | -1% | -14% | CCn1c(=O)cc(SCC(=O)N2CCN(C3CCCCC3)CC2)c2ccccc21
-19% | . | -3% | CCn1c(=O)c2cc(C(=O)N3CCCC3)sc2c2ccccc21
1% | -4% | . | CCN(CC)C(=O)[C@H]1C[C@H](CC(=O)NCCCn2ccnc2)C(=O)N2CCc3c([nH]c4cc(CCC(=O)N(C)C)ccc34)[C@]12C
-1% | 18% | -3% | O=C(/C=C/c1cccc(F)c1)Nc1cc(S(=O)(=O)N2CCOCC2)ccc1N1CCCC1
-8% | 2% | -14% | CCOC(=O)C1CCN(c2cc3c(cc2NC(=O)c2ccccc2Br)n(C)c(=O)n3C)CC1
-6% | -6% | . | COCCN(C(=O)CCN1C(=O)C2CC=CCC2C1=O)c1c(N)n(CC(C)C)c(=O)[nH]c1=O (stereo not drawn)
-1% | -9% | 11% | COc1ccc(C(=O)N2CCC(C(=O)c3ccc(F)cc3)CC2)cc1
? | -2% | -25% | Cc1cccn2c(=O)nc(SCC(=O)NCc3ccc4c(c3)OCO4)nc12
-7% | 3% | ? | O=C(CSc1nc2ccccc2[nH]1)N1c2ccccc2Sc2ccccc21
-7% | 23% | . | Cc1cc(O)c2c(C)c(CC(=O)NCc3ccccc3Cl)c(=O)oc2c1
-4% | -12% | -19% | O=C(NC1CCN(C(=O)C2CCCCC2)CC1)c1ccccc1
-6% | 5% | -8% | Cn1cnc([N+](=O)[O-])c1Nc1ccccc1O
-4% | -8% | 9% | O=S(=O)(Nc1nc2ccccc2nc1NCC1CCCO1)c1cccs1 (stereo not drawn)
-1% | 0% | -1% | COC(=O)COc1ccc(S(=O)(=O)NCc2cccnc2)cc1
3% | 1% | -19% | CSc1cnc2c(=O)[nH]c(=O)n(C)c2n1
-24% | -1% | -16% | COc1ccc(NC(=O)CN(C)C(=O)CCCSc2nc3ccccc3[nH]2)cc1
-2% | 8% | 14% | Cn1c(=O)[nH]c(=O)c2c1nc(N1CCCCCC1)n2CCCSc1nc2ccccc2o1
-8% | 12% | -6% | COc1cc(O)sc1C=Nc1ccc(Cl)cc1
-3% | -14% | -7% | C[C@@H](NC(=O)[C@@H]1Cc2ccccc2CN1)C(=O)NC1CCCC1
-10% | . | -3% | Cc1cnc(CNc2nc(-c3cccc(NS(C)(=O)=O)c3)nc3ccccc23)cn1
? | -5% | 1% | CCOc1ncccc1C(=O)OCC(=O)NCCc1ccccc1
-3% | 9% | 1% | CC(C)S(=O)(=O)c1csc(C(=O)NN)c1Cl
-4% | -21% | 5% | COCCCNC(=O)c1cccc(S(=O)(=O)N2CC3(C)CC2CC(C)(C)C3)c1 (stereo not drawn)
0% | 3% | -13% | Cc1ccc(S(=O)(=O)NNC(=O)Nc2cccc(F)c2)c(C)c1
11% | -3% | 30% | CS(=O)(=O)c1ccc(Cl)c(C(=O)O)c1
-8% | 6% | -14% | CCCOc1ccc(N2C(=O)CC(N3CCN(CCN=CC4=C(O)CC(C)(C)CC4=O)CC3)C2=O)cc1 (stereo not drawn)
-2% | 3% | 4% | COc1ccc(C2C3=C(CCCC3=O)Nc3nc(SCc4ccc(C(=O)O)cc4)nn32)cc1OC (stereo not drawn)
2% | -2% | -6% | C=CCc1cccc2cc(C(=O)NC3=C(C#N)CCC3)c(=O)oc12
-3% | 6% | -5% | COC(=O)C1(C(F)(F)F)N=C(C(F)(F)F)Nc2ccc(Cl)cc21 (stereo not drawn)
-4% | -21% | . | CCn1cc(C(=O)N(C)Cc2ccccc2)c(=O)c2cc(S(=O)(=O)N3CCc4ccccc4C3)ccc21
-6% | -2% | 0% | Cc1cc(Oc2ccc(C#N)cc2)nc(N2CCOCC2)n1
-1% | 18% | -14% | NC(=O)C1CCCN(C(=O)Nc2cccc3ccccc23)C1 (stereo not drawn)
-1% | -8% | -15% | Cc1cc(NC(=O)CSc2nncn2-c2ccccc2)no1
3% | -5% | . | Cc1ccc(NC(=O)c2cn3c4c(ccc(Cl)c4c2=O)OC(C)C3)c(C)c1 (stereo not drawn)
-12% | -19% | 5% | CN(C)c1ccc(C(CNS(=O)(=O)c2ccc3ccccc3c2)c2c[nH]c3ccccc23)cc1 (stereo not drawn)
-21% | -3% | 0% | COc1ccc(NS(=O)(=O)c2ccc3c(c2)NC(=O)CO3)c(OC)c1
-3% | -3% | -9% | COC(=O)c1cc(OC)c(OC)cc1N1C(=O)CC(C)(C)CC1=O

Rewritten as labelled records: entries from further up
> CCn1cc(C(=O)N(C)Cc2ccccc2)c(=O)c2cc(S(=O)(=O)N3CCc4ccccc4C3)ccc21
  KAT2A inh: -4%
  FEN1 inhibitor: -21%
  N370S GC: .
> O=S(=O)(Nc1nc2ccccc2nc1NCC1CCCO1)c1cccs1 (stereo not drawn)
  KAT2A inh: -4%
  FEN1 inhibitor: -8%
  N370S GC: 9%
> COc1cc(O)sc1C=Nc1ccc(Cl)cc1
  KAT2A inh: -8%
  FEN1 inhibitor: 12%
  N370S GC: -6%
> CCN(CC(=O)Nc1ccc(N2CCOCC2)cc1)C(=O)c1ccc(C#N)cc1
  KAT2A inh: -4%
  FEN1 inhibitor: -1%
  N370S GC: 5%

Next records:
KAT2A inh | FEN1 inhibitor | N370S GC | SMILES
-14% | -6% | -7% | COc1ccc(OC)c(S(=O)(=O)Nc2ccc(F)cc2)c1
-24% | -28% | -6% | Cc1ccc(Nc2nc(NCCO)c3ccccc3n2)cc1C
2% | 3% | -9% | CC(=O)c1ccc(NC(=S)Nc2ccc3cn[nH]c3c2)cc1
-3% | 10% | . | O=C(Cn1c(SCC(=O)Nc2ccc(F)cc2)nc2ccccc21)NCc1ccc(Cl)cc1
-9% | -11% | -8% | O=C(COc1ccccc1Br)NC(=O)NC1CCCC1
3% | -19% | ? | CCN(CC)CCN1C(=O)/C(=C\c2ccc(Cl)c([N+](=O)[O-])c2)SC1=Nc1ccc(OC)cc1
-1% | 8% | . | O=C(COC(=O)Cc1ccc(Br)cc1)Nc1ccc(N2CCOCC2)cc1
1% | 4% | -4% | CCN(Cc1ccccc1)C(=O)Cc1c[nH]c2ccccc12

Structural class, the compounds so far containing two or more sulfur atoms
KAT2A inh | FEN1 inhibitor | N370S GC | SMILES
-3% | 4% | . | Cc1ccc(NC(=O)CSc2nc3c(sc4ccccc43)c(=O)n2CCCC(=O)NC2CCCC2)cc1C
-7% | 3% | ? | O=C(CSc1nc2ccccc2[nH]1)N1c2ccccc2Sc2ccccc21
-4% | -8% | 9% | O=S(=O)(Nc1nc2ccccc2nc1NCC1CCCO1)c1cccs1 (stereo not drawn)
-3% | 9% | 1% | CC(C)S(=O)(=O)c1csc(C(=O)NN)c1Cl

The results go on:
KAT2A inh | FEN1 inhibitor | N370S GC | SMILES
0% | 10% | 28% | COc1cccc(CNC(=O)c2cccc(Br)c2)c1
-10% | 2% | . | COc1ccc(Cl)cc1NC(=O)CCn1c(=O)c2cccn2c2ccccc21
0% | -16% | . | Cc1ccc(C(C)C)cc1OCC(=O)Nc1nnc(C2CC2)s1
-3% | -24% | . | Cc1oc2ccc(O)c(CN3CCCCCC3)c2c1C(=O)Nc1cccc(C(F)(F)F)c1
-4%&-5% | 3%&-11% | -9% | CCc1ccc(NC(=O)CCn2nc(C)c(S(=O)(=O)N3CCCCC3)c2C)cc1
-3% | -13% | -5% | O=C(CC1(O)C(=O)N(Cc2ccc3c(c2)OCO3)c2ccccc21)c1ccccc1 (stereo not drawn)
-3% | 16% | . | O=C(Nc1cc(S(=O)(=O)N2CCOCC2)ccc1O)c1ccc(S(=O)(=O)N2CCCCC2)cc1
0% | 6% | . | C[C@H]1CN([C@@H](C)CO)C(=O)c2cccc(NC(=O)c3cnccn3)c2O[C@@H]1CN(C)C(=O)Nc1ccc2c(c1)OCO2
2% | -17% | 14% | CCOc1ccc2cc(C#N)c(SCC(=O)N3CCOCC3)nc2c1
-8% | -1% | -3% | COCCn1c(-c2ccc(F)cc2)nc2oc3cc(OC)ccc3c(=O)c2c1=O
-8% | -2% | -2% | Cc1ccc(S(=O)(=O)N(Cc2cccc(F)c2)C(=O)N2CCN(C)CC2)cc1
2% | 14% | . | COc1cccc(NC(=O)Cn2c(=O)n(CCCCC(=O)NCc3ccccc3Cl)c(=O)c3ccccc32)c1
-3% | -1% | -7% | Cc1cc(C(=O)Nc2ccccc2C#N)n(-c2ccccc2)n1
-2% | -3% | . | O=C(COC(=O)c1ccc(F)cc1F)NCCC1=CCCCC1
0% | 1% | 7% | O=C(NCC1CCCO1)C(C(=O)c1ccc(F)cc1)n1ccccc1=O (stereo not drawn)
1% | 12% | . | CCC(=O)N1CCc2cc(S(=O)(=O)NCCC(=O)Nc3cccc(SC)c3)ccc21
-2% | -4% | 0% | O=S(=O)(NCc1ccccc1)NCc1cccc(C(F)(F)F)c1
-4% | 12% | -4% | Cc1csc(NC(=O)CSc2nnc(Cn3c(=O)sc4ccccc43)n2-c2ccccc2)n1
-3% | -7% | 28% | Cc1nc(C(=O)NCc2ccccc2)sc1C1(C)CC(c2cccnc2)=NO1 (stereo not drawn)
-9% | 25% | -25% | Cc1cccc(CC(=O)Nc2cccnc2)c1
1% | -4% | . | CCCc1cc(=O)[nH]c(SCC(=O)Nc2ccc(Cl)c(S(=O)(=O)N3CCOCC3)c2)n1
34%[activator] | . | 6% | CCc1nc2sc3c(=O)n(N)cnc3c2c2c1COC(C)(C)C2
-4% | 10% | 3% | CN1CCN(C(=O)Nc2ccccc2)CC1
0% | -9% | -5% | COc1ccc(CCC(=O)N2CCN(c3ccccc3)CC2)cc1OC
-4% | 3% | -4% | CCOc1c(Cl)cc(/C=N/NC(N)=S)cc1OC
0% | 7% | . | CCCCN(C(=O)CSc1nc2ccccc2n1CC)C1CCS(=O)(=O)C1 (stereo not drawn)
3% | . | -8% | CC[C@H](C)[C@H](NC(=O)[C@H](Cc1cnc[nH]1)NC(=O)[C@@H](NC(=O)[C@H](CCCNC(=N)N)NC(=O)[C@H](CCCCN)NC(=O)[C@H](CCCNC(=N)N)NC(=O)[C@H](CCCCN)NC(=O)[C@@H](N)CC(N)=O)[C@@H](C)CC)C(=O)NCC(=O)N1CCC[C@H]1C(=O)NCC(=O)N[C@@H](CCCNC(=N)N)C(=O)N[C@@H](C)C(=O)N[C@@H](Cc1ccccc1)C(=O)N[C@@H](Cc1ccc(O)cc1)C(=O)N[C@H](C(=O)N[C@H](C(=O)N[C@@H](CCCCN)C(=O)N[C@@H](CC(N)=O)C(=O)N[C@H](C(=O)N[C@H](C(=O)NCC(=O)N[C@H](C(=O)N[C@H](C(=O)N[C@@H](CS)C(=O)O)[C@@H](C)CC)[C@@H](C)O)[C@@H](C)CC)[C@@H](C)CC)[C@@H](C)O)[C@@H](C)O
-16% | 2% | -2% | O=C(CCN1CCCCO1)N1CCCC(Nc2ccc(F)cc2)C1 (stereo not drawn)
-5% | 2% | 1% | O=C1O/C(=C\C(=O)N2CCOCC2)c2ccccc21
6%[21.4 µM] | . | -11%[21.6 µM] | CCCCCCCCN[C@@H](C)[C@H](O)c1ccc(SC(C)C)cc1
-2% | 13% | -1% | CCOc1ccc(C(=S)N2CCCC2)c(OCC)c1
-11% | -12% | -11% | CCOC(=O)c1c(C)[nH]c(N=Nc2ccc(C)cc2)c1C
0% | 11% | -4% | Cc1ccc2c(c1)CCCN2C(=O)c1ccncc1
